yeast rad50 = NCI yeast anticancer drug screen, S. cerevisiae rad50 strain | growth inhibition, % at 50 µM | 79,000 compounds, 10% hits;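 further: 0% = growth of vehicle-only cultures of the same strain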
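Vehicle-treated cultures provide the reference for the growth inhibition reported for compound-exposed, repair-deficient yeast.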
bub3 = NCI yeast anticancer drug screen, S. cerevisiae bub3 mutant strain | % growth inhibition at 50 µM | 78,000 compounds, 9.9% hits | AID 167;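 further: 0% = growth of vehicle-only cultures of the same strain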
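Screening used yeast with an engineered genetic alteration affecting cell cycle control. Compound-exposed cultures were compared with vehicle cultures, and reduced growth was taken as inhibition.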
mlh1 rad18 = NCI yeast anticancer drug screen, S. cerevisiae mlh1 rad18 strain | AID 175 | growth inhibition, % at 50 µM | 79,000 compounds, 11% hits;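 further: 0% = growth of vehicle-only cultures of the same strain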
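Cells of a genetically altered yeast strain, deficient in DNA damage repair, were treated with compound. Their growth was then compared with that of vehicle-treated cultures to give inhibition.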
cln2 rad14 = NCI yeast anticancer drug screen, S. cerevisiae cln2 rad14 strain; % growth inhibition at 50 µM; 78,000 compounds, 8.3% hits;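 further: 0% = growth of vehicle-only cultures of the same strain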
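Each compound was tested on cln2 rad14 yeast. Inhibition of growth was calculated against vehicle-exposed controls.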
mec2-1 = NCI yeast anticancer drug screen, S. cerevisiae mec2-1 strain | growth inhibition, % at 50 µM | 79,000 compounds, 9% hits | AID 157;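 further: 0% = growth of vehicle-only cultures of the same strain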
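Using mec2-1 yeast: add compound, measure growth, express inhibition versus vehicle-treated cultures.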
sgs1 mgt1 = NCI yeast anticancer drug screen, S. cerevisiae sgs1 mgt1 strain; growth inhibition, % at 50 µM; AID 161; 78,000 compounds, 10% hits;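 further: 0% = growth of vehicle-only cultures of the same strain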
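Growth of a repair-deficient yeast mutant was monitored after compound treatment and expressed as inhibition relative to vehicle-treated cultures.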
* marks the source's active call; other numbers are inactive results; · = no result given; & = joins results of further samples. No stated cut-off is given here; in the data, active means growth inhibition above about 70%; inactive means the rest.

SMILES | yeast rad50 | bub3 | mlh1 rad18 | cln2 rad14 | mec2-1 | sgs1 mgt1
C=C1C(=O)OC2C1CCC(C)C1CCC(=O)OC12C (stereo not drawn) | -7.2&50.9 | 13.6&64.0 | 3.8&54.5 | 18.6&35.0 | -1.4&58.8 | 17.2&43.1
Cc1cc2nc(CC(=O)c3ccncc3)c(=O)[nH]c2cc1C | 6.7 | 7.5 | 73.1* | 30.1 | 11.7 | 21.6
O=c1[nH]c(N2CCN(c3ccccc3)CC2)nc2cc3ccccc3cc12 | 2.5 | -5.2 | -16.9 | -26.8 | -10.6 | -13.6
Nc1ccc2c(=S)c3ccccc3[nH]c2c1 | 29.4 | 47.5 | · | 28.3 | 28.9 | 80.5*
CCOC(=O)c1c(C)[nH]c(C)c1/C=C/C(=O)O | 0.9 | 2.4 | -0.8 | 1.4 | -5.1 | -0.9
CCS(=O)CCNC(=O)NS(=O)(=O)c1ccc(C)cc1 (stereo not drawn) | -0.8 | 7.9 | -13.3 | -5.2 | -6.0 | 4.0
C=CC[P+](CC[P+](CC=C)(c1ccccc1)c1ccccc1)(c1ccccc1)c1ccccc1 | 2.6 | 6.8 | 52.2 | -31.6 | -0.2 | 16.6
Cc1c(C(=O)C/C(=N/NC(=O)c2ccccc2)C(=O)Nc2ccc(Cl)cc2)[n+](=O)c2ccccc2n1[O-] | 34.9 | 27.6 | 21.3 | 14.8 | 25.1 | 35.1
Cc1[nH]c2cc([N+](=O)[O-])ccc2c1C | 0.5 | 1.3 | -0.5 | 21.8 | -35.2 | -10.1
O=c1[nH]cc(N=Cc2ccccc2O)c(=O)[nH]1.[Cl][Pt] | 24.9 | 3.2 | 0.4 | 3.4 | 9.1 | 39.0
Sc1c(Br)cc(Br)cc1Br.[Ag] | 31.6 | 30.7 | 59.5 | 14.6 | 30.9 | 72.4*
Cc1cccc(C[P+](c2ccccc2)(c2ccccc2)c2ccccc2)c1 | 90.3* | 92.2* | 90.3* | 91.9* | 93.1* | 93.3*
CC(=O)c1ccc(N=NN2CCCC2)cc1 | 30.2 | 34.2 | 2.7 | 31.4 | 8.3 | 17.1
Cc1cn(C2CC(O)C(CO)O2)c(=O)nc1NC1CC1 (stereo not drawn) | -7.0 | 0.6 | 3.1 | -13.0 | 3.5 | -1.0
O=CNc1c(Br)cc2c(c1Br)Cc1cc([N+](=O)[O-])ccc1-2 | 38.1 | 7.3 | 29.8 | 3.8 | 25.0 | 31.9
COc1ccc2c3c([nH]c2c1)[C@H]1C[C@H]2[C@H](C[C@@H](O)[C@H](OC)[C@H]2C(=O)O)CN1CC3 | 26.3 | 23.6 | 30.4 | 1.9 | 21.0 | -18.9
Nc1cc2c3c(cccc3c1Br)C(=O)OC2=O | 99.5* | 99.7* | 99.5* | 99.3* | 99.8* | 99.7*
Clc1cc(=Nc2ccccc2)n2ccccc2n1 | -5.8 | 7.2 | -0.1 | -39.8 | -2.1 | -8.6
COc1ccc(C2=NC(C)(C)CO2)cc1C | -23.1 | 21.1 | 20.5 | -17.9 | -4.2 | 3.6
O=c1[nH]c2cc(Cl)c([N+](=O)[O-])cc2c2ccc(Cl)cc12 | 3.1 | 3.1 | 8.1 | -10.7 | -7.7 | -1.6
COC1/C=C/OC2(C)Oc3c(C)c(O)c4c(O)c(c(/C=N/OC/C=C(\C)CCC=C(C)C)c(O)c4c3C2=O)NC(=O)C(C)=C/C=C/C(C)C(O)C(C)C(O)C(C)C(OC(C)=O)C1C (stereo not drawn) | -0.1 | -8.9 | 30.4 | -10.9 | -0.5 | -2.6
CC1C/C=C2\CSC(NC(=O)/C3=C\N(C/C=C/C=C/C(O)CC(O)CC(=O)N3)C2=O)C(=O)O1 (stereo not drawn) | 13.7 | 17.5 | 18.2 | 19.0 | 11.7 | 22.2
COc1cc(OC)c(OC)cc1/C=C/C(=O)O | -6.0 | -0.8 | -16.6 | 17.9 | -11.2 | 13.2
c1ccc2c(c1)CCc1ccccc1N=N2 | -8.1 | -1.4 | 5.3 | -30.4 | -1.6 | -17.1
N#CC1C(=O)NC(=O)C(C#N)C12CCCC2 (stereo not drawn) | -3.6 | 10.9 | 10.7 | -22.2 | -9.2 | 5.2
Cn1c(=O)n2n(c1=O)[C@@H](c1ccccc1)[C@H]2c1ccccc1 | 29.8 | 20.2 | -59.3 | -5.8 | -45.4 | -9.8
O=S(=O)(c1cnccc1N1CCN(CCO)CC1)N1CCCC1 | 6.4 | 3.0 | -1.5 | -7.6 | -11.2 | 8.5
CCC(C)(O)CCc1ccccc1 (stereo not drawn) | -17.5 | -36.3 | -5.0 | 2.5 | -42.6 | -64.2
Cc1c(F)c(N)c2c(=O)cc(-c3ccc(N)c(F)c3)oc2c1F | 32.8 | 22.9 | 1.2 | 21.3 | 16.1 | 30.1
C1CCSCCCCCSCCCCCSCCCCCSCC1 | 25.2 | 4.3 | -8.7 | -3.1 | -7.5 | -4.2
Nn1c(=S)[nH]nc(/C=C/c2ccc3c(c2)OCO3)c1=O | 38.9 | 6.3 | 15.6 | -19.1 | 20.1 | 3.8
COCn1cc(C(N)=O)c(=O)c2c(N)nc(SC)nc21 | -8.9 | -1.6 | 0.1 | -24.4 | 8.4 | 1.2
C[N+](C)(C)c1cc[c]([Sn]([c]2ccc([N+](C)(C)C)cc2)([c]2ccc([N+](C)(C)C)cc2)[c]2ccc([N+](C)(C)C)cc2)cc1 | 16.4 | -0.1 | 11.3 | 6.7 | -5.8 | 20.2
CC(C)CCOB(OCCC(C)C)OCCC(C)C | -25.9 | -26.6 | -23.2 | 2.5 | -40.1 | -6.6
Cc1cccc(C(=O)OC(C)C)c1 | 2.3 | 6.1 | -2.6 | -25.9 | -8.5 | -6.3
COc1ccc2nc(NC(=O)Nc3c(Cl)cccc3Cl)sc2c1 | 98.4* | 98.7* | 98.3* | 97.6* | 99.3* | 99.0*
O=S(=O)(O)CC(S(=O)(=O)O)S(=O)(=O)O | -3.5 | 2.9 | -23.1 | -26.6 | 5.7 | -4.5
CNC(=O)SC1=NS(=O)(=O)c2ccc(Cl)cc2N1 | 18.6 | 17.6 | 42.5 | 23.1 | 19.5 | 33.4
Clc1cccc(Cl)c1CSc1nc2ccccc2n2cccc12 | -13.3 | -29.9 | -19.0 | 17.6 | -26.8 | 5.2
CCOC(=O)CC(C)C1(C(=O)OCC)CCCCC1=O (stereo not drawn) | -12.7 | 2.9 | -26.3 | -9.8 | -33.0 | -15.8

Some of the entries so far, with tabs:
smiles	yeast rad50	bub3	mlh1 rad18	cln2 rad14	mec2-1	sgs1 mgt1
COC1/C=C/OC2(C)Oc3c(C)c(O)c4c(O)c(c(/C=N/OC/C=C(\C)CCC=C(C)C)c(O)c4c3C2=O)NC(=O)C(C)=C/C=C/C(C)C(O)C(C)C(O)C(C)C(OC(C)=O)C1C (stereo not drawn)	-0.1	-8.9	30.4	-10.9	-0.5	-2.6
CC1C/C=C2\CSC(NC(=O)/C3=C\N(C/C=C/C=C/C(O)CC(O)CC(=O)N3)C2=O)C(=O)O1 (stereo not drawn)	13.7	17.5	18.2	19.0	11.7	22.2
COc1cc(OC)c(OC)cc1/C=C/C(=O)O	-6.0	-0.8	-16.6	17.9	-11.2	13.2
c1ccc2c(c1)CCc1ccccc1N=N2	-8.1	-1.4	5.3	-30.4	-1.6	-17.1
N#CC1C(=O)NC(=O)C(C#N)C12CCCC2 (stereo not drawn)	-3.6	10.9	10.7	-22.2	-9.2	5.2
Cn1c(=O)n2n(c1=O)[C@@H](c1ccccc1)[C@H]2c1ccccc1	29.8	20.2	-59.3	-5.8	-45.4	-9.8
O=S(=O)(c1cnccc1N1CCN(CCO)CC1)N1CCCC1	6.4	3.0	-1.5	-7.6	-11.2	8.5
CCC(C)(O)CCc1ccccc1 (stereo not drawn)	-17.5	-36.3	-5.0	2.5	-42.6	-64.2
Cc1c(F)c(N)c2c(=O)cc(-c3ccc(N)c(F)c3)oc2c1F	32.8	22.9	1.2	21.3	16.1	30.1
C1CCSCCCCCSCCCCCSCCCCCSCC1	25.2	4.3	-8.7	-3.1	-7.5	-4.2
Nn1c(=S)[nH]nc(/C=C/c2ccc3c(c2)OCO3)c1=O	38.9	6.3	15.6	-19.1	20.1	3.8

Following part
SMILES | yeast rad50 | bub3 | mlh1 rad18 | cln2 rad14 | mec2-1 | sgs1 mgt1
CCC(CC)CN1CCSC1=S | 9.2 | -7.8 | 0.1 | 9.8 | -18.1 | -8.9
Cc1c(-c2ccccc2)cc(-c2ccccc2)c2c1-c1ccccc1C2c1ccccc1 (stereo not drawn) | 42.4 | 3.2 | 21.1 | 3.5 | 5.8 | 18.6
CN1C/C(=C/c2ccc(N(C)C)cc2)C(=O)/C(=C/c2ccc(N(C)C)cc2)C1 | -2.5 | -3.7 | -18.9 | -5.3 | -6.9 | -16.9
c1ccc2c(c1)nc1n2CC2(CO1)COc1nc3ccccc3n1C2 | 32.2 | 13.1 | 25.4 | 6.2 | 15.4 | -6.1
O=C1CS(=O)c2ccccc2N1 (stereo not drawn) | 24.0 | -29.7 | 25.6 | 17.4 | 8.6 | 9.2
CNc1nc2cc(OC)c(OC)cc2c(=O)[nH]1 | -29.0 | 11.3 | -6.3 | -9.9 | -14.1 | -7.7
CCN(CC)CC(O)c1ccnc2c(O)cccc12 (stereo not drawn) | 80.2* | 0.1 | 51.9 | 11.9 | 20.6 | 71.7*
CCOC(=O)c1sc2c(c1OC(=O)c1ccccc1)c(=O)n(-c1ccccc1)c(=S)n2-c1ccccc1 | 21.0 | 29.2 | 33.7 | 24.9 | 15.9 | 30.1
CN1C(=O)C(/C=N/NC(=O)c2cccnc2)C(N)N(C)C1=O (stereo not drawn) | 4.8 | -41.9 | 31.7 | -1.4 | 18.2 | -4.8
CC1(C)C(=N)Sc2ccccc21 | -0.7 | 3.0 | -19.9 | 2.6 | -10.6 | 5.4
CCOP(=O)(OCCN(C)C)C(c1ccccc1)c1ccccc1 (stereo not drawn) | 19.9 | -9.8 | 34.6 | -6.2 | -3.9 | -10.8
ONc1cnc2ccccc2n1 | -34.9 | -4.8 | 0.4 | -49.2 | -30.4 | -3.5
Clc1ccc(CNCCCNCc2ccc(Cl)cc2)cc1 | 27.8 | 27.3 | 29.9 | 72.0* | 23.0 | 50.4
O=C1CCCc2[nH]c(=O)ccc21 | 13.0 | 0.3 | 9.9 | -8.0 | -3.1 | 0.0
Cn1c(=O)c2c(O)c(-c3ccccc3)c(=O)n3c4ccccc4n(c1=O)c23 | 51.3 | 25.9 | 50.1 | 19.7 | 27.6 | 64.5
Cc1ccc(C(=O)C2C3C=CC(C3)C2C(=O)c2ccc(C)cc2)cc1 (stereo not drawn) | -6.3 | -10.8 | 11.4 | 1.0 | 6.7 | 10.4
CCN(CC)C(=O)C1CCCCC1 | 9.5 | -5.6 | -6.7 | -32.5 | -1.6 | -15.2
O=C1C(=O)N(c2ccccc2)[C@@]2(c3ccccc3)C(=Nc3ccccc3)OC(c3ccccc3)=C12 | 21.6 | 4.8 | 40.1 | 32.9 | 10.5 | 52.0
COc1cc(C(=O)Oc2c(C(C)=O)sc3c2c(=O)n(-c2ccccc2)c(=S)n3-c2ccccc2)cc(OC)c1OC | 19.7 | 17.9 | 22.5 | -13.7 | -5.8 | 8.4
N#C/C(=C\c1ccccc1)C(NO)Nc1ccccc1 (stereo not drawn) | -31.1 | 6.7 | -14.8 | 0.1 | -10.2 | -1.4
CCOCCOC(=O)c1ccccc1Cl | 24.1 | 25.0 | 27.0 | 0.0 | 14.9 | 16.9
Cc1cc(C)c(C(=O)c2ccccc2C(=O)c2ccccc2)c(C)c1 | 20.5 | 20.6 | 11.5 | 20.2 | -5.5 | 17.2
CC(C)(C)C1(C#N)C(=O)N(c2ccc(N3C(=O)C(C#N)(C(C)(C)C)C34c3ccccc3-c3ccccc34)cc2)C12c1ccccc1-c1ccccc12 (stereo not drawn) | -6.0 | -4.5 | -2.6 | -13.8 | -3.5 | 2.9
CCN(CC)CCn1c2c3ccccc3ccc2c2oc(=O)c3ccccc3c21 | -13.8 | -7.5 | 7.8 | 19.4 | 6.6 | -14.1
CCCCN[C@H]1C2C3CC4C5CC(C42)C1(C)C53 (stereo partly drawn) | 41.6 | 18.1 | 15.5 | 24.1 | 2.4 | 15.5
CS(=O)(=O)c1ccc(/C(=N/N)c2ccccc2)cc1 | 1.6 | 13.5 | 17.4 | 28.2 | 9.7 | 9.2
CC1=C(C(=O)Nc2ccccc2C)C(c2ccc(C3C(C(=O)Nc4ccccc4C)=CNC=C3C(=O)Nc3ccccc3C)cc2)C(C(=O)Nc2ccccc2C)=C(C)N1 | 29.3 | 50.4 | 46.0 | 21.0 | 44.8 | 28.9
C/C=C\COC(=O)CC(C)=O | -1.4 | -26.3 | -16.6 | -2.8 | -23.4 | -4.3

Random draw from the library; any-hit rate near 13%.
